# RPL19A TOR yeast: RPL19A-GFP expression modulators in yeast, primary screen, cell-based, S. cerevisiae, multiplex flow cytometry, MLPCN. S. cerevisiae RPL19A-GFP strain, 3 h; active compounds read low. percent response vs DMSO, % at 10 µM. 330,000 compounds, 0.3% hits. AID 2025, 2009;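 active = percent response vs DMSO below 50%; inconclusive = fewer than 70 events counted for the yeast strain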;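 also: median channel GFP fluorescence of the barcoded RPL19A-GFP strain; ratio of sample median GFP to plate DMSO average so 100% = DMSO; lower means less RPL19A-GFP as with rapamycin TOR inhibition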
# AHR activator: AHR activators, primary screen, cell-based, luminescence, luciferase reporter, human | AHR-responsive luciferase reporter cells | Aryl hydrocarbon receptor (Homo sapiens), P35869 | 320,000 compounds, 2.5% hits | activation, % at 5 µM; in the data active = activation above about 47%;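 also: 0% = vehicle wells and 100% = reference agonist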
# Target sequence (P35869 whole entry, looked up): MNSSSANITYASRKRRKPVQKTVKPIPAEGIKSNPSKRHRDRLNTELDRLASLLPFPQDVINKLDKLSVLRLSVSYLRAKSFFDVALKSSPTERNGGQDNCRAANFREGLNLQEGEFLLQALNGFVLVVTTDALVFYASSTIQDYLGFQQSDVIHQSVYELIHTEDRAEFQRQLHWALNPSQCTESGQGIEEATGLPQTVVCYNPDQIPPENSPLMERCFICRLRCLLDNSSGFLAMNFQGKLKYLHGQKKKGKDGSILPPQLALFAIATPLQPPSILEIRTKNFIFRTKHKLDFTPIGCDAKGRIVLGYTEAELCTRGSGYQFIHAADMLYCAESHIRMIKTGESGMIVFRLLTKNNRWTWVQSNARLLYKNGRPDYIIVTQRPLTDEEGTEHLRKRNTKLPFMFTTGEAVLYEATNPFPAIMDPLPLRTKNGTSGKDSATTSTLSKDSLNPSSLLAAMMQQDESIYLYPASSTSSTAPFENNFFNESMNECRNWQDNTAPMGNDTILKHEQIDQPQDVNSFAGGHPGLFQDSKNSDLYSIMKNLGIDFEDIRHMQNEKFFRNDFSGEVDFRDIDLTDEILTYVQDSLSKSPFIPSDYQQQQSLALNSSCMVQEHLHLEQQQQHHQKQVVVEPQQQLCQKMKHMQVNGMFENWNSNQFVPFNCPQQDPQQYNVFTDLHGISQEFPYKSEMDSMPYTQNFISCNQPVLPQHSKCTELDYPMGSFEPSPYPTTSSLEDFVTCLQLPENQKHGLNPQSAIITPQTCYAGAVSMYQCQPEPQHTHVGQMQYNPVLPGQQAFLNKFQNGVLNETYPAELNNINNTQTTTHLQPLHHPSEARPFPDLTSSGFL
# LAP4-GFP MLPCN: modulators of LAP4-GFP expression in yeast, primary screen, S. cerevisiae, multiplex flow cytometry, MLPCN library. AID 2023, 2009. GFP response vs DMSO, % at 10 µM. 3 h; median GFP as percent of DMSO wells. 320,000 compounds, 0.34% hits;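 active = GFP response vs DMSO above a set limit, about the screen mean plus 3 SD, cut at about 150% in these data; inconclusive = under 70 cell events counted for the yeast strain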
# procasp7 counter: procaspase-7 activators, primary screen, counter-screen for procaspase-3 activator project, biochemical, absorbance, HTS, human; 330,000 compounds, 0.093% hits; recombinant procaspase-7, Ac-DEVD-pNA absorbance 405 nm; D23A/D198A/D206A triple mutant, cannot self-cleave; scale: DMSO 0, 5 µM enzyme 100; AID 463210, 2010; activation, % at 8.5 µM; Caspase-7 (Homo sapiens), P55210;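 active = percent activation above the screen-wide mean plus 3 SD, cut at about 25% in these data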
#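 Material: Procaspase-7 triple mutant (PC-7 D3A) | Quantity: 2 µM procaspase-7 mutant as dispensed | Reagent: DEVD-pNA substrate | Times: 1 h preincubation, 2 h reaction | Technique: 405 nm absorbance of p-nitroaniline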
# MEP2-GFP yeast: modulators of MEP2-GFP levels in yeast, primary screen, S. cerevisiae, multiplex flow cytometry, MLPCN library. S. cerevisiae MEP2-GFP strain, 3 h; 100% = DMSO control level. AID 2016, 2009. 330,000 compounds, 0.51% hits. GFP response vs DMSO, % at 10 µM;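 active = GFP response versus DMSO above a set limit, roughly screen mean plus 3 SD, cut at about 180% in these data; inconclusive = fewer than 70 cells counted for a yeast strain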;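 also: median GFP fluorescence of the barcode-gated MEP2-GFP cells per well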
# procasp3 activ: activators of human procaspase-3 D3A mutant, primary screen, biochemical, absorbance, PC-3 D3A mutant, single concentration | recombinant procaspase-3 D3A, Ac-DEVD-pNA absorbance 405 nm | activation, % at 8.5 µM | Caspase-3 (Homo sapiens), P42574 | 330,000 compounds, 0.11% hits;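 active = activation above the mean of all tested compounds plus 3 SD, cut at about 21% in these data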;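 also: 0% = DMSO alone and 100% = DMSO wells spiked with extra 5 µM PC-3 D3A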
# Target sequence (P42574 whole entry D9A/D28A/D175A): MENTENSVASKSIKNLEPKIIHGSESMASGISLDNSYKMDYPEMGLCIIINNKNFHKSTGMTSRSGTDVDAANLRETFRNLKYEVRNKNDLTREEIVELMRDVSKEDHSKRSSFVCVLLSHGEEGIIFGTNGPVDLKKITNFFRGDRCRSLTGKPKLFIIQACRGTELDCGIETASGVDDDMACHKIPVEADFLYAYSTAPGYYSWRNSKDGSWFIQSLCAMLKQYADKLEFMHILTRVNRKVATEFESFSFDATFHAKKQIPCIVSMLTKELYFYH
#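 System: Procaspase-3 D3A mutant. Medium: Zinc-free 300 mM NaCl, 50 mM HEPES, 0.01% Triton X-100. Schedule: 1 h preincubation plus 2 h reaction at 25 °C. Measured by: 405 nm absorbance of p-nitroaniline, reads at 0 and 120 min. Read-out: percent activation relative to control range.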
# GASC-1 inh: inhibitors of GASC-1 histone demethylase, primary screen, biochemical, fluorescence, DELFIA europium | GST-JMJD2C(1-420) H3K9me3 demethylation | inhibition, % at 2.35 µM | 330,000 compounds, 0.069% hits | AID 2099, 2009;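 active = more than half of a compound's replicate wells show inhibition beyond 50%, single wells judged on their own value; inconclusive = some, but no more than half, of replicates pass 50% inhibition; inactive = no replicate passes 50% inhibition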;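 also: signal counts dimethyl H3K9 product captured on neutravidin plate; 0% = median of DMSO wells and 100% = 0.3 times that DMSO median; strong numbers were not always called active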
# CR mimetic SO: reduction of superoxide in aged yeast, primary screen, HTS | 330,000 compounds, 0.18% hits | S. cerevisiae aged cells, superoxide DHE fluorescence; active compounds read low | superoxide response (% of plate mean), % at 10 µM;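 active = superoxide response under a set limit, about three screen SD below normal, cut at about 65% in these data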;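 also: yeast aged for seven days with compound at 30 °C before DHE staining; 100% = average MFI of all compound-treated wells on the plate with controls excluded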
# * = called active by the depositor; u = inconclusive; x = not tested or not shown; [ ] = remark or other dose.
SMILES,RPL19A TOR yeast,AHR activator,LAP4-GFP MLPCN,procasp7 counter,MEP2-GFP yeast,procasp3 activ,GASC-1 inh,CR mimetic SO
Cc1ccccc1NC(=O)c1sc2nc3c(c(-c4ccco4)c2c1N)CCC3,104,-12,111,-11,102,-7,-16,107
O=C(CCl)c1ccc2c(c1)CCN2C(=O)C1CCCCC1,107,0,101,-3,113,1,-3,105
CC(=O)c1ccccc1OC(=O)c1ccc([N+](=O)[O-])o1,104,2,105,-2,98,2,22,129
COc1cccc(CNC(=O)CCSCc2ccccc2F)c1,95,2,99,9,97,3,3,109
COc1ccc(CC(=O)Nc2cccc(S(=O)(=O)N3CCOCC3)c2)cc1OC,97,-1,105,4,97,-5,-4,103
C=CCC1(C)C(=O)N(c2ccccc2)c2ccccc21 (centres undefined),101,-2,92,3,103,7,-4,97
N#Cc1cccnc1N1CCC(C(N)=O)CC1,98,0,109,11,92,-1,-4,96
CCOc1ccc(N(C(C)C(=O)NC2CCCCCC2)S(C)(=O)=O)cc1 (centres undefined),96,1,98,-5,100,-11,-4,90
COc1cccc(-c2cccc(NC(=O)C3CCN(Cc4cnn(C)c4)CC3)c2)c1,99,20,97,-2,108,-1,20,90
O=C(OCc1ccccc1)c1cc(S(=O)(=O)N2CCCCC2)ccc1N1CCOCC1,99,-1,107,1,107,2,-11,88
CC(=O)Nc1ccc(S(=O)(=O)c2ccc(N)cc2)cc1N,101,0,96,-8,105,0,9,98
CC(=O)c1cc(C#N)c(SCc2ccc(F)cc2)nc1C,93,-5,90,0,97,-7,4,103
CN(C)c1ccc([N+](=O)[O-])cc1C(=O)O,101,1,99,-14,105,0,-1,116
O=C(/C=C\c1ccco1)NC(=S)Nc1ccccc1O,96,30,95,-11,91,-7,7,93
Cc1ccccc1CNC(=O)CCc1ccccc1,91,5,98,-2,93,-3,-16,105
O=C(N/N=C\c1ccc(-c2ccc([N+](=O)[O-])cc2)o1)C1COc2ccccc2O1 (centres undefined),97,26,81,-5,101,-5,9,103
CC(Oc1cc(C(F)(F)F)cc(C(F)(F)F)c1)C(=O)NC(N)=O (centres undefined),104,1,99,19,99,6,-3,103
Cc1ccc(S(=O)(=O)N2CCCCC2)cc1C(=O)NCCC1=CCCCC1,95,0,105,2,99,5,9,96
CSCC[C@H](NC(=O)OC(C)(C)C)C(=O)N/N=C/c1cccc2cccnc12,107,0,110,-5,111,-3,x,108
CCOc1cc(/C=C(/C#N)c2nc3ccccc3[nH]2)ccc1Oc1ccc([N+](=O)[O-])cn1,97,16,93,-5,109,-1,-2,119
CCOC(=O)N1CCN(CC(O)COc2ccc(C)cc2C(C)(C)C)CC1 (centres undefined),101,6,92,0,99,-5,5,108
Cc1ccc(NC2CCCN(C(=O)c3cn4cccc(C)c4n3)C2)cc1C (centres undefined),110,x,90,x,103,x,7,102
CCCCC[n+]1cccc2c3ccccc3ccc21,105,-2,93,-5,101,3,-1,104
O=[N+]([O-])c1cccc(S(=O)(=O)c2ccc(N3CCCCC3)c([N+](=O)[O-])c2)c1,104,0,103,-3,116,8,6,104
COc1cccc(NC(=S)/C(=C(\[O-])c2ccc(C)c([N+](=O)[O-])c2)[n+]2ccccc2)c1,101,12,99,-14,102,-3,31,87
Cc1cc(NC(=O)CSc2nc3ccccc3n2CC(=O)N2CCCCC2)no1,99,-2,95,3,101,-6,2,87
O=C(COC(=O)CCC(NC(=O)OCc1ccccc1)C(=O)OCC(=O)Nc1ccccc1)Nc1ccccc1 (centres undefined),101,1,93,10,102,12,-32,97
N#C/C(=C\c1cn(-c2ccccc2)nc1-c1cc2ccccc2o1)c1nc2ccccc2[nH]1,103,32,99,3,104,-7,-8,119
CN(C)c1cc(N/N=C\c2ccccc2)nc(N(C)C)n1,98,54*,119,-11,109,1,-4,88
CCOc1ccccc1C(=O)N[C@H](C(=O)NNC(=O)c1cccs1)C(C)C,99,9,100,9,95,8,1,103
CCN1CCN(C(=O)C2CCCN(S(=O)(=O)c3cc(Cl)ccc3Cl)C2)CC1 (centres undefined),111,2,86,-2,114,-1,-14,88
CN(C1CCCCC1)S(=O)(=O)Cc1ccccc1,u,-6,89[may fluoresce red and violet],-14,94[may fluoresce red and violet],-6,13,83
O=C1CC(C(=O)Nc2cccc(Cl)c2)n2ncnc2N1 (centres undefined),99,-1,93,10,100,-4,-1,109
Cc1ccc(Cl)cc1NC(=O)C1CC(=O)Nc2ncnn21 (centres undefined),98,0,93,-5,93,-1,-6,111
Cc1cccc(OCC(=O)Nc2ccc(NC(=O)c3ccco3)c(C)c2)c1,105,2,112,12,108,0,11,101
S=C(NCCc1ccccc1)NC1CC1,x,6,x,2,x,7,-2,91
CS(=O)(=O)Nc1ccc2c(c1)nc1n2CCOC1,94,5,x,4,99,-2,-15,98
Cc1ccc(NC(=O)CC(=O)Nc2ccc(C)c(C)c2)cc1C,100,13,99,5,106,-5,0,101
Cc1ccc(/C=N/NC(=O)CNC(=O)c2ccc(S(=O)(=O)N(C)C)cc2)o1,103,2,85,-15,91,3,1,105
CC(C)(C)n1nc2c(c1NC(=O)c1cc(Cl)ccc1[N+](=O)[O-])CS(=O)(=O)C2,102,0,107,-1,106,11,4,99
CCOC(=O)c1c(NCC(C)C)c2ccccc2[nH]c1=O,92,3,95,7,95,3,-1,100
COc1ccc(C(=O)/C=C(/C)N(C)C)cc1,101,-4,107,3,100,9,2,84
COc1cc(CNC(=O)c2cnc(C)cn2)cc(OC)c1,100,12,101,1,102,-8,-20,106
O=C(CN1C(=O)CNC1=O)Nc1ccc(Cl)cc1,91,0,100,6,90,-2,8,103
O=C1N[C@H](Cc2ccccc2)COC(=O)[C@@H](Cc2ccc(F)cc2)C/C=C\C[C@H]1CC(=O)N(CCO)Cc1ccccc1,95,1,100,0,84,2,2,100
CN(CC(=O)Nc1cccc(F)c1)C(=O)C1CC(=O)N(Cc2ccco2)C1 (centres undefined),101,-1,99,7,100,3,7,98
COc1ccc(N(CC(=O)Nc2cc(C)ccc2C)S(=O)(=O)c2c(C)nn(C)c2C)cc1,97,4,98,6,99,-1,24,114
CC(C)(O)CNC(=O)Nc1ccc(Cl)c(Cl)c1,30*[may fluoresce violet],-1,74[may fluoresce violet],-2,164[may fluoresce violet],-6,-20,87
O=C(NCCO)c1cccc(S(=O)(=O)N2CCCCC2)c1,96,2,90,-6,97,6,-17,96
CC(C)(C)NC(=O)CN(Cc1ccc2c(c1)OCO2)C(=O)CNC(=O)c1cccs1,99,2,100,3,101,-7,-5,100
COc1ccc(NC(=O)C2CCN(C(=O)c3ccc(OC)cc3)CC2)cc1,98,1,101,11,105,2,17,94
CCOC(=O)N1CCN(CCC(=O)Nc2ccc(Br)cc2)CC1,96,9,103,4,93,-2,6,108
CSc1nnnn1-c1c(C)cccc1C,92,0,101,0,88,-3,-1,116
CC(C)(C)c1[nH]nc2c1C(c1ccncc1)C(C#N)=C(N)O2 (centres undefined),93,2,94,6,96,-2,-1,131
CCOc1ccc(NC(=O)C2CCN(S(=O)(=O)c3c(C)noc3C)CC2)cc1,102,1,105,4,104,6,15,101
Cc1nc(-c2cccc(S(=O)(=O)N3CCCCC3)c2)cs1,98,4,106,10,102,6,0,92
CCOc1ccccc1N(CC(=O)N1CCCCCC1)S(=O)(=O)c1ccc(C)cc1,113,x,73,x,96,x,5,110
CC(C)CC(NC(=O)OC(C)(C)C)c1cn([C@@H](Cc2cc3ccccc3[nH]2)C(=O)N2CCN(C(=O)OC(C)(C)C)CC2)nn1 (some centres undefined),110,8,109,8,103,4,2,93
O=C(CN1CCN(c2ccccc2)CC1)Nc1cccc([N+](=O)[O-])c1,98,5,104,4,102,-10,-10,109
COCC(C)NS(=O)(=O)c1ccc(C(=O)NC(Cc2ccccc2)c2ccccc2)cc1 (centres undefined),104,-2,92,2,106,5,u,88
# Going on with the list.
SMILES,RPL19A TOR yeast,AHR activator,LAP4-GFP MLPCN,procasp7 counter,MEP2-GFP yeast,procasp3 activ,GASC-1 inh,CR mimetic SO
COc1ccc(CNC(=O)CSc2nnnn2C)cc1OC,100,0,96,16,98,6,-32,90
Cc1[nH]n(-c2cccc3ccccc23)c(=O)c1/C=N/c1sc2c(c1C#N)CCC2,97,5,108,-8,97,0,-8,88
Cc1ccc(NC(=S)N2CCN(C(=O)c3ccccc3)CC2)c(C)c1,87,0,97,5,84,-5,25,98
C/C(=N\N=C(N)N)c1cccc(Cl)c1,99,10,106,10,101,1,-6,102
O=C(Nc1scc(-c2ccccc2)c1C(=O)O)c1ccco1,95,5,80,5,116,-3,-9,112
CC(C)Cn1c(-c2cccs2)nc2ccccc21,95,3,100,1,102,5,-5,92
Cc1nn(-c2ccc(Cl)cc2)c2[nH]c(=O)c(CNCc3ccc4c(c3)OCO4)cc12,97,88*,97,-3,105,2,8,94
CCN(CC)S(=O)(=O)c1cccc(C(=O)N[C@H](C(=O)Nc2nc3ccc(F)cc3s2)C(C)C)c1,99,0,97,-6,97,-1,2,103
COc1ccccc1CNC(=O)Cn1cc2c(n1)CCCC2,97,10,106,-5,108,8,5,104
CC1(OC(=O)C2CCCC2)C(=O)C=C2C=C(c3ccsc3)N(CCCCO)C=C2C1=O (centres undefined),101,1,98,-17,112,3,-3,99
CC(NC(=O)[C@H](C)NC(=O)c1ccco1)c1ccc(S(N)(=O)=O)cc1 (some centres undefined),103,-1,97,-5,103,-6,1,93
Cc1onc(-c2ccccc2Cl)c1C(=O)N1CCc2ccccc21,99,5,97,8,97,-5,-12,94
Cc1ccc(S(=O)(=O)Nc2ccc(NC(=O)c3c(F)c(F)c(F)c(F)c3F)cc2)cc1,100,2,95,4,103,1,2,103
CCOC(=O)N1CCN(C(=O)CSc2nnc(Cc3ccccc3)o2)CC1,99,-2,106,-9,107,-2,-2,94
COc1ccc(/C=C2\SC(=O)N(CCNC(=O)Cc3coc4cc(OC)ccc34)C2=O)cc1,106,6,103,0,110,-1,-2,104
O=C(NCN1CCN(c2ccccc2F)CC1)c1ccccc1,101,15,96,6,100,14,8,92

# One compound at a time (already shown). Order of screens: RPL19A TOR yeast, AHR activator, LAP4-GFP MLPCN, procasp7 counter, MEP2-GFP yeast, procasp3 activ, GASC-1 inh, CR mimetic SO
# CC(NC(=O)[C@H](C)NC(=O)c1ccco1)c1ccc(S(N)(=O)=O)cc1 (some centres undefined) is listed as 103, -1, 97, -5, 103, -6, 1, 93
# Cc1ccc(S(=O)(=O)Nc2ccc(NC(=O)c3c(F)c(F)c(F)c(F)c3F)cc2)cc1 is listed as 100, 2, 95, 4, 103, 1, 2, 103
# CC1(OC(=O)C2CCCC2)C(=O)C=C2C=C(c3ccsc3)N(CCCCO)C=C2C1=O (centres undefined) is listed as 101, 1, 98, -17, 112, 3, -3, 99
# O=C(NCN1CCN(c2ccccc2F)CC1)c1ccccc1 is listed as 101, 15, 96, 6, 100, 14, 8, 92

# High-throughput results as filed in PubChem BioAssay.
